USP17 inh = inhibitors of human USP17 deubiquitinase; actives 6.5% (n = 47,000); inhibition, % at 50 µM; A8MUK1; purified USP17, Ub-rhodamine cleavage fluorescence, 3 h
USP8 inh = human USP8 deubiquitinase inhibition | P40818 | purified USP8, Ub-rhodamine cleavage fluorescence, 30 min | inhibition, % at 20 µM | actives 4.2% (n = 47,000)
Target sequence (P40818 whole entry, looked up): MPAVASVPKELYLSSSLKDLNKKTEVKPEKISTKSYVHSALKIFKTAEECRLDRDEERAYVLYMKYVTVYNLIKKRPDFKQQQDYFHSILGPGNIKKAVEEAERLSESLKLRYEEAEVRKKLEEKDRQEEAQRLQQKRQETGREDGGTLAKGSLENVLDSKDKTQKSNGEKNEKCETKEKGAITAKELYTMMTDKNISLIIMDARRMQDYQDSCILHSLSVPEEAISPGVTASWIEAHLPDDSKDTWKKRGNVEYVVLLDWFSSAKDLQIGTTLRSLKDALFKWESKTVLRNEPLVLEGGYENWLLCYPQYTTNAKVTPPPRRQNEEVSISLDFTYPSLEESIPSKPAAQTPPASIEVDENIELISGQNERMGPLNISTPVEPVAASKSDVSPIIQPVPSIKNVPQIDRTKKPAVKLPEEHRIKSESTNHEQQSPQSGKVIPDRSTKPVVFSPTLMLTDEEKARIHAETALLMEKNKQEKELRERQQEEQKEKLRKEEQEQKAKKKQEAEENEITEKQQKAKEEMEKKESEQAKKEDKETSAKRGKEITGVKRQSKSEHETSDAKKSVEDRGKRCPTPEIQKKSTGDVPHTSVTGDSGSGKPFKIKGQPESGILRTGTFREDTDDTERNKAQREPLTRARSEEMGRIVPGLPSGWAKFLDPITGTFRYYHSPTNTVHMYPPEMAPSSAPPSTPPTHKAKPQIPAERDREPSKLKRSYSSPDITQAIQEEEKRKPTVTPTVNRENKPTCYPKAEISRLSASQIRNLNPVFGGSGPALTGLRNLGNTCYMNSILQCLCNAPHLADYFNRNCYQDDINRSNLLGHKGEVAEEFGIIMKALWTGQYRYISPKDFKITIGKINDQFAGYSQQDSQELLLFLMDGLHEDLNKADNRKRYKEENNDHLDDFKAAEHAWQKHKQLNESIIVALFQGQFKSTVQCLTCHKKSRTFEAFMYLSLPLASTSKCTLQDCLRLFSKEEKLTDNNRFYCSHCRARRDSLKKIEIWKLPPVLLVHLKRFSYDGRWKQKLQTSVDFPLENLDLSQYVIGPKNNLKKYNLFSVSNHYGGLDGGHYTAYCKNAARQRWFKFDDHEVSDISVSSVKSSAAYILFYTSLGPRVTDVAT
OTUD3 inh = human OTUD3 deubiquitinase inhibition | purified OTUD3, Ub-rhodamine fluorescence, 2 h | inhibition, % at 25 µM | actives 0.7% (n = 47,000)
USP7 inh = human USP7 deubiquitinase inhibition. inhibition, % at 20 µM. actives 0.3% (n = 47,000). AID 1645854. purified USP7, Ub-rhodamine cleavage fluorescence
USP28 block = blocks human USP28 ubiquitin-rhodamine cleavage. inhibition, % at 25 µM. actives 3% (n = 47,000). Q96RU2. purified USP28, Ub-rhodamine cleavage fluorescence, 30 min
USP10 inh = inhibitors of human USP10 deubiquitinase. inhibition, % at 20 µM. AID 1645856. actives 1.1% (n = 47,000). purified USP10, Ub-rhodamine fluorescence, 60 min. Q14694
USP30 block = inhibitors of human USP30 deubiquitinase | actives 5.3% (n = 47,000) | purified USP30, Ub-rhodamine cleavage fluorescence | inhibition, % at 25 µM | Q70CQ3
UCHL1 block = inhibitors of human UCHL1 deubiquitinase. P09936. purified UCHL1, Ub-rhodamine cleavage fluorescence. inhibition, % at 20 µM. actives 0.2% (n = 47,000). AID 1645859
Starred values were filed as active, the others as inactive; i = inactive; / = no result given. Rule as the data show it: active = inhibition above about 30%; inactive = the rest.

USP17 inh | USP8 inh | OTUD3 inh | USP7 inh | Molecule | USP28 block | USP10 inh | USP30 block | UCHL1 block
-117 | -45 | -31 | -15 | O=C(CC(O)(CC(=O)NC(CCCCN(O)C(=O)/C=C/c1ccccc1)C(=O)O)C(=O)O)NC(CCCCN(O)C(=O)/C=C/c1ccccc1)C(=O)O (stereo not given) | -26 | -8 | -101 | -12
6 | -22 | 16 | -22 | O=[N+]([O-])c1cccc(-c2noc(CSc3ccccc3)n2)c1 | 67* | 9 | 24 | 5
17 | 20 | 6 | 3 | COc1ccc(-n2nnnc2CNS(=O)(=O)c2ccc3ccccc3c2)cc1 | 20 | 4 | 28 | 5
1 | -4 | 0 | 0 | O=C(O)COCC(=O)N1CCN(C2c3ccccc3-c3ccccc32)CC1 | 0 | -2 | -8 | -2
-25 | -8 | 0 | -17 | OC(COCc1ccc2c(c1)OCO2)CN1CCN(Cc2ccc(Cl)cc2)CC1 (stereo not given) | -6 | -2 | -24 | -4
45* | -5 | -3 | 10 | COc1ccccc1NS(=O)(=O)c1ccc(NC(=O)Cc2ccc(Cl)cc2)cc1 | 9 | 18 | 3 | 0
19 | 47* | -6 | -19 | CC1c2cc3c(cc2CCN1CC(=O)Nc1cc(Cl)ccc1-n1cncn1)OCCCO3 (stereo not given) | -9 | -3 | -25 | 0
21 | 17 | 24 | 6 | CC(Oc1ccc2ccc(=O)oc2c1)C(=O)NC1CCN(Cc2ccccc2)CC1 (stereo not given) | 18 | 2 | 28 | 0
-27 | -3 | 8 | -11 | Cc1ccccc1CNC(=O)c1cn(C)nc1S(=O)(=O)N1CCCCC1 | 0 | -2 | 13 | 0
37* | 1 | 4 | 1 | COC(=O)c1ccc(C(=O)OC)c(NC(=O)c2nn(-c3ccccc3)c(=O)cc2OC)c1 | 2 | 2 | 14 | -1
-6 | -8 | 3 | 8 | O=C1CN(Cc2ccccc2)S(=O)(=O)c2ccccc2N1Cc1ccccc1F | -2 | 7 | 17 | 1
15 | 12 | 9 | 7 | COc1cccc(C(=O)CN2C(=O)c3ccccc3OC(c3ccccc3)C2=O)c1 (stereo not given) | 22 | 5 | 12 | 6
5 | 7 | 1 | 2 | O=C(c1ccc(OCC2CCN(C(=O)C3CCCO3)CC2)cc1)N1CCOCC1 (stereo not given) | 2 | -2 | 2 | -2
12 | 29 | 12 | 5 | O=C(NCCCS(=O)(=O)N1CCN(c2ncccn2)CC1)c1ccc(F)cc1 | -2 | 0 | 18 | 2
10 | 4 | -2 | 2 | COc1cc(OC)c(NC(=O)c2sc3nc(C)nc(N4CCOCC4)c3c2C)cc1Cl | -4 | 0 | 11 | 3
3 | -3 | -2 | -9 | Cc1cccc(C(C)C)c1NC(=O)CN1c2ccc(F)cc2-c2ccccc2S1(=O)=O | 5 | 6 | 30* | 0
6 | 10 | 9 | 8 | CC1CCN(CCNS(=O)(=O)c2ccc3c(c2)NC(=O)CCS3)CC1 | 14 | -4 | 22 | 2
-38 | -239 | 4 | -5 | Cc1nccn1-c1cncc(C2CCCN2c2ncccn2)n1 (stereo not given) | -15 | -1 | -17 | -2
-8 | -6 | 0 | 5 | CC(=O)c1ccc(N2CCN(C(=O)CCS(=O)(=O)c3ccc4c(c3)CCN4C(C)=O)CC2)cc1 | 0 | 0 | 12 | 2
33* | -13 | -32 | -8 | CN1C(=O)CCc2cc(NC(=O)c3cc4ccccc4[nH]3)ccc21 | -32 | -7 | -88 | -23
-3 | 2 | 4 | 6 | O=C(Cn1cnc(S(=O)(=O)N2CCCCC2)c1)N1CCCc2ccccc21 | -1 | 2 | -1 | 0
-35 | -68 | -8 | -16 | CC1CCN(C(=O)c2c[nH]c3ccc(S(=O)(=O)N(C)Cc4ccccc4)cc3c2=O)CC1 | -6 | 2 | -64 | -1
6 | 27 | 8 | -4 | CN(C)c1ncc(-c2ccccn2)c(-c2ccc(CNC(=O)CC3C=CCC3)cc2)n1 (stereo not given) | 10 | -5 | 17 | 2
0 | 1 | -2 | -1 | COCCN(C1CCN(C)CC1)S(=O)(=O)c1ccc(NC(=O)c2c(F)cccc2F)cc1 | -9 | 2 | 2 | -2
1 | 0 | -13 | -3 | CCCN1C(=O)NC2(CCN(C(=O)Nc3ccc(Cl)cc3)CC2)C1=O | -3 | 3 | -12 | -1
45* | 0 | 4 | 2 | COc1ccc(NC(=O)c2ccc(C)cc2)cc1 | 25 | 5 | 31* | 0
5 | 8 | 0 | 3 | COc1cccc(NS(=O)(=O)c2ccc(-c3cc(C)[nH]n3)s2)c1 | 2 | 3 | -28 | 4
-4 | 2 | 4 | 8 | c1ccc(-c2nc3c4ccccc4nc(NC4CCCC4)n3n2)cc1 | 1 | 1 | -30 | 2
5 | 92* | 8 | 10 | FC(F)(F)c1cc(C(F)(F)F)c2sc(Nc3ccccc3)nc2n1 | 20 | 4 | 12 | 5
-6 | 7 | -7 | -9 | CN(C)CC(=O)N1CCCCC1c1ccc2c(=O)n(C)c(=O)n(C)c2n1 (stereo not given) | -26 | -5 | -53 | -13
-4 | -61 | -21 | 0 | Cc1ccc(COc2cc(C(=O)NCCc3ccccc3Cl)c3ccccc3n2)cc1 | -18 | 1 | -54 | -3
-16 | -108 | -4 | 0 | COc1ccccc1CNC(=O)CN1C(=O)CSc2cccn2-c2ccccc21 | -3 | 0 | -14 | -2
-9 | -4 | 4 | 0 | Cc1ncsc1CN1CCCCC1c1ccnc2c(C(N)=O)cnn12 (stereo not given) | -4 | -3 | -22 | -2
5 | 3 | -8 | 0 | CC(C)[C@H](NC(=O)C1(c2ccccc2)CCN(C(=O)[C@H]2CSCN2C(=O)OC(C)(C)C)CC1)C(=O)O | -7 | 2 | -16 | -3
1 | -1 | 0 | 0 | CCN1C(=O)c2c(C(=O)Nc3ccc(C)cc3)ncn2CC1(C)C(=O)NC1CCCC1 (stereo not given) | -3 | 5 | 24 | -1
-5 | 4 | -2 | -1 | O=C(CSc1ccc2nnc(-c3ccncc3)n2n1)NCc1ccc2c(c1)OCO2 | -4 | -1 | -15 | 1
/ | -5 | 1 | 1 | CC(=O)N1CCCC(c2cncc(-c3cccc(C(=O)O)c3)n2)C1 (stereo not given) | -1 | 3 | 5 | 0
50* | 57* | 3 | 15 | Cc1cc(C(=O)CSc2nc3ccccc3[nH]2)c(C)n1Cc1ccco1 | 25 | 9 | -50 | 16
94* | 72* | 5 | -94 | Cc1nc(C(=O)NC2(O)C(=O)c3ccccc3C2=O)cs1 | 22 | 27 | 35* | 29
3 | 8 | -2 | -12 | O=C(CS(=O)(=O)c1cccc(Cl)c1)Nc1cccc(C(F)(F)F)c1 | / | 7 | / | 5
25 | -3 | 22 | 0 | COc1ccc(-c2noc([C@@H]3C[C@H](NC(=O)Nc4cccc(C#N)c4)CN3C)n2)cc1 | 21 | 7 | 37* | 4
-24 | -21 | -14 | -8 | Cn1cc(-c2ccccc2)cc1C(=O)NCCCN1CCOCC1 | -17 | -6 | -58 | -4
11 | 12 | 23 | 7 | Cc1ccccc1Cn1cc(SCC(=O)Nc2ccc3c(c2)OCCO3)c2ccccc21 | 50* | 9 | 35* | 7
-35 | -37 | -42 | -27 | COc1ccc(CN2CCc3oc(C)c(C(=O)NCc4cccnc4)c3C2)cc1 | -51 | -7 | -146 | -24
-5 | -42 | 5 | -127 | CN(C)CCNC(=O)c1nc2c(o1)CN(C(=O)c1cccnc1)C2 | 1 | 0 | -6 | 0
4 | 12 | 1 | -1 | Cn1c(CNC(=O)c2ccc(Cl)cc2)nnc1SCC(=O)N1CCOCC1 | 2 | 1 | 10 | 0
3 | -3 | 12 | 2 | CS(=O)(=O)c1ccc(NCCCN2CCOCC2)cc1 | 8 | -2 | 19 | 0
-2 | 3 | 1 | -4 | Cn1nc(C2CCCN(Cc3cccc(F)c3F)C2)c2nccnc21 (stereo not given) | 2 | -4 | 7 | 1
-21 | -79 | -3 | -1 | Cc1ccn2c(=O)c(NC(=O)c3ccccc3Cl)cnc2c1 | -7 | -6 | -14 | -3
4 | 10 | 8 | -10 | Cc1cnc2c(c1SCc1ccc(C(F)(F)F)cc1)c(=O)n(C)c(=O)n2C | -5 | 6 | 14 | -5
9 | 8 | 6 | 1 | O=C1CCC[C@]2(CN(C(=O)c3cn4cc(Cl)ccc4n3)C[C@H]2c2ccccc2F)N1 | 8 | 2 | 25 | 2
17 | 9 | 16 | 0 | N#Cc1nc(-c2ccc(F)cc2)oc1N1CCCCCC1 | 17 | 8 | 25 | 3
-5 | -3 | -7 | 0 | COc1ccc2cc(CNCC3CCCO3)c(=O)[nH]c2c1 (stereo not given) | -6 | 0 | -19 | -1
-35 | -13 | -57 | -69 | Nc1c(C(=O)c2ccc(Cl)cc2)oc2nc(-c3ccco3)cc(-c3cccs3)c12 | -94 | -6 | i | -126
2 | 3 | 4 | 4 | CC(OC(=O)CCCc1c[nH]c2ccccc12)C(=O)Nc1ccccc1F (stereo not given) | 8 | 3 | -19 | 4
-7 | -5 | -4 | -2 | Cc1ccc2c(c1)C(=O)NCC1(CCN(C(=O)CCc3ccc(C)o3)CC1)O2 | -11 | -3 | -12 | -7
0 | 6 | 6 | -86 | COc1cccc(CCc2ccccc2OCC[C@@H]2C[C@@H](O)CN2C)c1 | 14 | -2 | 17 | 3
-32 | -35 | -17 | -17 | O=C(Cn1c(=O)n(C2CC2)c(=O)c2nscc21)NCCC1=CCCCC1 | -17 | -10 | -73 | -14
-14 | 6 | -21 | -1 | O=C(NCCC(=O)N1CCC2(CC1)NCCc1[nH]cnc12)c1ccccc1 | -22 | -5 | -30 | -3
-9 | 4 | -1 | -3 | CC(C)c1cc(C(=O)N2CCC(C3Nc4ccccc4S(=O)(=O)N3)CC2)n(C)n1 (stereo not given) | 0 | -3 | -12 | 0

Fetched by structure from the list above, 7 records:
USP17 inh | USP8 inh | OTUD3 inh | USP7 inh | Molecule | USP28 block | USP10 inh | USP30 block | UCHL1 block
-35 | -13 | -57 | -69 | Nc1c(C(=O)c2ccc(Cl)cc2)oc2nc(-c3ccco3)cc(-c3cccs3)c12 | -94 | -6 | i | -126
-9 | -4 | 4 | 0 | Cc1ncsc1CN1CCCCC1c1ccnc2c(C(N)=O)cnn12 (stereo not given) | -4 | -3 | -22 | -2
-24 | -21 | -14 | -8 | Cn1cc(-c2ccccc2)cc1C(=O)NCCCN1CCOCC1 | -17 | -6 | -58 | -4
50* | 57* | 3 | 15 | Cc1cc(C(=O)CSc2nc3ccccc3[nH]2)c(C)n1Cc1ccco1 | 25 | 9 | -50 | 16
17 | 9 | 16 | 0 | N#Cc1nc(-c2ccc(F)cc2)oc1N1CCCCCC1 | 17 | 8 | 25 | 3
25 | -3 | 22 | 0 | COc1ccc(-c2noc([C@@H]3C[C@H](NC(=O)Nc4cccc(C#N)c4)CN3C)n2)cc1 | 21 | 7 | 37* | 4
3 | 8 | -2 | -12 | O=C(CS(=O)(=O)c1cccc(Cl)c1)Nc1cccc(C(F)(F)F)c1 | / | 7 | / | 5

Next section:
USP17 inh | USP8 inh | OTUD3 inh | USP7 inh | Molecule | USP28 block | USP10 inh | USP30 block | UCHL1 block
72* | 83* | -21 | -21 | c1ccc2c(c1)CCc1c-2nc2ccccc2c1N1CCOCC1 | 2 | -3 | -95 | -5
4 | 12 | 9 | 3 | CCc1ccccc1NC(=O)CN1C[C@]2(NC(C)=O)CN(C)CC[C@@H]2[C@H]1c1ccccc1 | 0 | 0 | 0 | 2
0 | -15 | 2 | 0 | Cc1cccc(CNS(=O)(=O)c2ccc3c(c2)NC(=O)CCS3)c1 | -1 | 3 | -1 | -1
-6 | -125 | 3 | 4 | CCc1c(-c2ccccc2)n(CC(O)c2ccccc2)c2nc3c(c(=O)n(C)c(=O)n3C)n12 (stereo not given) | 13 | 1 | 5 | 8
-12 | -12 | -7 | -5 | CN(C)S(=O)(=O)c1ccc(N(C(=O)c2cnccn2)C(C(=O)NC2CCCCC2)c2ccccc2)cc1 (stereo not given) | -6 | -2 | -3 | -2
35* | 9 | -18 | -4 | Cc1sc(NC(=O)c2ccc3ccccc3n2)nc1-c1ccc(F)cc1 | -36 | -10 | -157 | -7
6 | 6 | -1 | 10 | CC1Cc2cc(S(=O)(=O)Nc3ccc(F)c(Cl)c3)ccc2N1C(=O)C1CC1 (stereo not given) | 21 | 15 | 5 | 5
6 | -58 | 3 | -8 | O=C(c1cc(-c2cccnc2)n[nH]1)N1CCC(C(=O)N2CC=C(c3ccccc3)CC2)CC1 | 4 | -1 | -1 | 1
42* | 14 | -1 | 10 | CCOc1ccc(Nc2nc3ccccc3nc2Nc2cc(C)nn2-c2ccc([N+](=O)[O-])cc2)cc1 | 8 | 4 | 11 | 7

Compound activity (PubChem)

Rows were taken by chance; overall some 13% were active at least once.
